Screening data from PubChem BioAssay.
TWEAK Fn14 block: TWEAK-Fn14 signaling inhibition | TWEAK-stimulated Fn14 reporter cells, luciferase luminescence, 8 h | inhibition, % at 10 µM | 2% of 360,000 active | AID 1159606; in the data active = inhibition above about 50%
LRH-1 inv ag: NR5A2 inverse agonism in reporter assay; O00482; HEK293T StAR-luciferase reporter, LRH-1 transfected, 24 h; inhibition, % at 3.6 µM; 0.13% of 360,000 active;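 active = inhibition above the mean inhibition of all tested compounds plus 3 SD, cut at about 73% in these data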;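 note: 0% = DMSO wells and 100% = reporter-only cells lacking LRH-1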
Target sequence (O00482 whole entry, looked up): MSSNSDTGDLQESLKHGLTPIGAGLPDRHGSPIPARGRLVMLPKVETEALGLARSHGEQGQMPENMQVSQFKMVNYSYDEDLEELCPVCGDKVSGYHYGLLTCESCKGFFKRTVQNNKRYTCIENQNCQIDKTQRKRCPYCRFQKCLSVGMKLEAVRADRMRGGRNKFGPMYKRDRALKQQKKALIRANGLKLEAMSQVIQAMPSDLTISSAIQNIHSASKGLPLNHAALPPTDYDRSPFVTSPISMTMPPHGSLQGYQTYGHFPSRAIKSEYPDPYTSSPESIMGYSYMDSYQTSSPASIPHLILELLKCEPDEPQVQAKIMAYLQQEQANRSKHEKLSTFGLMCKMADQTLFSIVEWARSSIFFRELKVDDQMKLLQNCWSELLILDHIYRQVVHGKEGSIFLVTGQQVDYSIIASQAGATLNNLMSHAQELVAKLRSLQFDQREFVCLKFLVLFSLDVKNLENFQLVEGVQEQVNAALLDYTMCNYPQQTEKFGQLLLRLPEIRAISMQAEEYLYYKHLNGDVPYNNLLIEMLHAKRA
CF NFkB block: cystic fibrosis NF-kB activation inhibition; KKLEB NF-kB-GFP reporter, PAF-induced, GFP fluorescence overnight; inhibition, % at 5 µM; 0.86% of 360,000 active; AID 588850;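 active = at least 50% inhibition at 5 µM, scaled per plate between neutral and stimulator controls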;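 note: PAF is a Pseudomonas aeruginosa culture filtrate used as stimulus; plate controls were PAF-stimulated DMSO wells for no effect and unstimulated DMSO wells for full effect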
Shn3 inh set2: reduces Shn3 3'UTR luciferase signal in osteoblasts; 0.52% of 360,000 active; Clone20 osteoblast Shn3 3'UTR firefly luciferase, 24 h; inhibition, % at 12.5 µM;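 active = mean inhibition of at least 75% with every replicate also reaching 75%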;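 note: 0% = median of neutral control wells and 100% = pilot-screen positive control compound; some compounds past the cut are filed as inactive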
NR2F2 inh: blocks human COUP-TFII nuclear receptor; P24468; HEK293T NGFI-A luciferase reporter, luminescence; inhibition, % at 8.6 µM; 0.7% of 370,000 active;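 active = inhibition above a per-plate cutoff, mean inhibition of test wells between control levels plus 3 SD, cut at about 38% in these data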;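 note: cells cotransfected with COUP-TFII expression vector driving the NGFI-A reporter; 0% = median of COUP-TF2 test wells and 100% = reporter-only cells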
Target sequence (P24468 whole entry, looked up): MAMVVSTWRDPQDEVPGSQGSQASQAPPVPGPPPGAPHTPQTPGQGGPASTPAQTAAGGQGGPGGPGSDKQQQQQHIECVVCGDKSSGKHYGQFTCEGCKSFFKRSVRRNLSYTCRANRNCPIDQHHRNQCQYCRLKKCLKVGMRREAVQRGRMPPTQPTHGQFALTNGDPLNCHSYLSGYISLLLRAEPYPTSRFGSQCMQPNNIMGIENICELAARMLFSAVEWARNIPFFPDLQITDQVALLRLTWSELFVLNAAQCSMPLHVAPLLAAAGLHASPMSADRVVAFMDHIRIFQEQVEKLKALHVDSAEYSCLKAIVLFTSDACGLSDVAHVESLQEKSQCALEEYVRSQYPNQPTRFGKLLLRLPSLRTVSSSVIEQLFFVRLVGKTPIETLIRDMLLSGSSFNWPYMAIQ
SRC3 inh: inhibits human SRC3 coactivator. HEK293 GAL4-SRC3 luciferase reporter, luminescence. inhibition, % at 3.6 µM. 0.17% of 360,000 active. AID 588352;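 active = inhibition above a per-campaign cutoff, the mean of all compounds plus 3 SD, cut at about 60% in these data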;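 note: 0% = DMSO-treated cells and 100% = gossypol-treated cells at 36 µM; higher means less SRC3-driven luciferase light from the GAL4 reporter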
KKLEB cytotox: reduces viability of KKLEB cystic fibrosis airway cells; KKLEB CF airway cells viability, ATPlite luminescence, overnight; stronger effect = lower value; cells stimulated with P. aeruginosa culture filtrate; activity change (cytotoxicity), % at 5 µM; 0.36% of 360,000 active;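 active = corrected activity change at or below -50% at 5 µM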
TROY NFkB inh: inhibitors of TROY-dependent NF-kB signaling | 0.98% of 360,000 active | Q293 LMP1-TROYcd NF-kB luciferase reporter, 4 h | inhibition, % at 10 µM | AID 1347056;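 active = compounds whose plate-normalised and pattern-corrected inhibition of the luciferase reporter signal at the single screening dose is 50% or more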
EBV LMP1 NFkB: Epstein-Barr LMP1 NF-kappaB reporter inhibition; 0.69% of 350,000 active; AID 504558; inhibition, % at 12.5 µM; LMP1-induced NF-kappaB luciferase reporter cells, luminescence; in the data active = inhibition above about 41%;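 note: 0% = neutral control wells and 100% = reference inhibitor control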
NCOA1 inh: inhibits human SRC1 coactivator; HEK293 GAL4-SRC1 luciferase reporter, luminescence; AID 588354; 0.12% of 360,000 active; inhibition, % at 3.6 µM; Q15788;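 active = inhibition above the campaign mean plus 3 SD, with each screening campaign given its own cutoff, cut at about 60% in these data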;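 note: 0% = DMSO treated cells and 100% = gossypol at 36 µM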
C8 TRAIL sens: caspase-8 TRAIL sensitization | NB7+C8 cells + TRAIL, ATPlite viability luminescence | inhibition (viability loss, TRAIL sensitization), % at 10 µM | 1% of 360,000 active | AID 624354;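 active = compounds causing at least 50% loss of cell viability in the single-dose screen, relative to plate controls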
* = called active by the depositor; · = no result given. These rows are one share of the data (hit frequency here may not be typical).

#	structure	TWEAK Fn14 block	LRH-1 inv ag	CF NFkB block	Shn3 inh set2	NR2F2 inh	SRC3 inh
1	Cc1ccc(C(=O)Nc2nnc(S(=O)(=O)N3CCCCCC3)s2)cc1	-80	-43	-15	-1	0	-3
2	O=C1CSC(c2ccc([N+](=O)[O-])cc2)N1C1CCCCC1 (stereo not given)	-12	1	4	-4	6	10
3	CCc1nnc(NC(=O)CCC(=O)N2CCN(Cc3cc(Cl)ccc3OC)CC2)s1	-7	20	-4	-7	1	8
4	COc1ccc(S(=O)(=O)N(C)CC(=O)N2CCCCC2)cc1Cl	3	-1	-10	-18	-3	-29
5	Cc1nn(C)cc1C=NCCOCc1ccccc1	-11	4	-5	-6	-12	-3
6	O=C(NCc1ccccc1Br)c1ccco1	8	-12	8	-22	-8	11
7	COc1cccc(C(C)(O)c2nc(-c3cccc(NC(C)=O)c3)cs2)c1 (stereo not given)	13	-4	17	-65	-4	10
8	Nc1[nH]nc2nc(N3CCCC3)nc(-c3ccccc3)c12	20	-8	14	-16	10	-16
9	CSCCC(C(=O)Nc1c(C)cccc1C)N1CCC(Cc2ccccc2)CC1 (stereo not given)	-22	7	16	3	1	18
10	O=C(COc1ccc(Br)cc1Br)NC1CCCC1	17	-23	8	-29	47*	-35
11	CC(C)(C)n1ncc2c(=O)n(CC(=O)N3CCCC3)cnc21	-10	8	-15	-7	7	-18
12	CCOc1ccc(OCC)c(NC(=O)CN2CCN(c3ccc(C)cc3C)CC2)c1	-5	-15	-3	35	3	-6
13	COc1ccc(NC(=O)c2ccco2)cc1NC(=O)c1c(OC)cccc1OC	-2	-14	-2	12	-5	4
14	CN(Cc1ccc(F)cc1)C(=O)c1ccc(NS(=O)(=O)c2ccc3[nH]c(=O)[nH]c3c2)cc1	4	5	24	-12	-9	7
15	Cc1cc(C)cc(NC(=O)CSc2ccc(-c3cccs3)nn2)c1	6	-6	-23	23	10	9

#	KKLEB cytotox	TROY NFkB inh	EBV LMP1 NFkB	NCOA1 inh	C8 TRAIL sens
1	0	-10	6	-1	-7
2	-8	-49	1	-22	1
3	1	-2	1	0	-1
4	8	5	2	-2	4
5	4	3	-11	-2	2
6	3	15	-1	-6	-8
7	-1	8	·	8	-15
8	-7	6	4	7	-3
9	-6	10	·	7	3
10	-1	-34	8	-53	36
11	-3	-14	-1	-2	-14
12	2	7	6	16	-8
13	-3	6	-4	-23	5
14	-19	33	3	-1	-14
15	8	-16	8	6	9

The results go on:
#	structure	TWEAK Fn14 block	LRH-1 inv ag	CF NFkB block	Shn3 inh set2	NR2F2 inh	SRC3 inh
16	O=C(O)c1ccc(-n2ncc3c2/C(=C\c2cccc([N+](=O)[O-])c2)CC3)cc1	-54	-53	9	-28	14	-32
17	CCC1CCCCN1Cc1nc2ccccc2c(=O)n1CC(C)=O (stereo not given)	15	-12	4	-11	15	22
18	Fc1cccc(NC(=S)NCCN2CCOCC2)c1	3	21	2	12	5	11
19	CC(=O)C(C(c1ccccc1)c1c[nH]c2ccccc12)[N+](=O)[O-] (stereo not given)	-14	3	0	-1	-7	-5
20	O=C(NCCCN=C1NS(=O)(=O)c2ccccc21)c1ccc(Cl)cc1	35	-16	-4	-5	-23	-9
21	COCCN(C(=O)CCCC(=O)Nc1ccccn1)C(C(=O)NC1CCCC1)c1ccc(C)cc1 (stereo not given)	2	-5	-7	11	2	-5
22	COc1cc2c(=O)n(CCC(=O)NCC3CCCO3)c(=O)n(CC(=O)c3ccc(Cl)cc3)c2cc1OC (stereo not given)	-9	0	8	·	-4	5
23	CC(C)NC(=O)C(C)Oc1ccc(S(=O)(=O)NCc2ccc3c(c2)OCO3)cc1 (stereo not given)	8	9	-2	5	10	-2
24	Cc1nc2scc(C)n2c(=O)c1S(=O)(=O)N1CCN(c2ccc(F)cc2)CC1	-14	4	24	-5	4	9
25	CCCS(=O)(=O)NC(=O)C1(C)CCN(C(=O)Cc2ccc(OC)c(OC)c2)C1 (stereo not given)	11	-10	-21	-1	-10	-26
26	CCCNS(=O)(=O)c1ccc(CCC(=O)Nc2ccc3c(c2)OCO3)cc1	-29	-4	-17	1	15	-5
27	CCc1ccc(NC2=NC(C(=O)NC3CCCCC3)CC(=O)N2)cc1 (stereo not given)	-1	-3	6	-6	-9	16
28	COc1ccc(S(=O)(=O)N(CC(=O)Nc2ccc(S(=O)(=O)N3CCOCC3)cc2)c2ccccc2)cc1	15	11	12	25	22	11
29	CCCN(C(=O)CSc1nnc(N)s1)c1c(N)n(Cc2ccccc2)c(=O)[nH]c1=O	11	27	13	0	-6	-9
30	Cn1c(=O)c(C(=O)Nc2ncccc2O)c(O)c2ccccc21	8	-91	7	-39	-41	-49

#	KKLEB cytotox	TROY NFkB inh	EBV LMP1 NFkB	NCOA1 inh	C8 TRAIL sens
16	17	-66	-11	-2	6
17	-10	14	0	11	-5
18	4	1	-15	10	-5
19	-5	16	-19	-2	22
20	4	-2	0	-4	20
21	1	·	-6	-12	6
22	-9	19	-13	2	-11
23	16	5	-8	-41	-4
24	-15	-3	-1	-10	-19
25	2	20	·	0	-1
26	9	-19	-1	-12	5
27	1	-16	-5	2	-12
28	0	9	-12	-12	-7
29	1	-2	8	-14	13
30	-23	-22	-20	-88	12

A different layout for some results above.
20	O=C(NCCCN=C1NS(=O)(=O)c2ccccc21)c1ccc(Cl)cc1
  TWEAK Fn14 block = 35	LRH-1 inv ag = -16	CF NFkB block = -4	Shn3 inh set2 = -5	NR2F2 inh = -23	SRC3 inh = -9	KKLEB cytotox = 4	TROY NFkB inh = -2	EBV LMP1 NFkB = 0	NCOA1 inh = -4	C8 TRAIL sens = 20
21	COCCN(C(=O)CCCC(=O)Nc1ccccn1)C(C(=O)NC1CCCC1)c1ccc(C)cc1 (stereo not given)
  TWEAK Fn14 block = 2	LRH-1 inv ag = -5	CF NFkB block = -7	Shn3 inh set2 = 11	NR2F2 inh = 2	SRC3 inh = -5	KKLEB cytotox = 1	TROY NFkB inh = ·	EBV LMP1 NFkB = -6	NCOA1 inh = -12	C8 TRAIL sens = 6

(further entries)
#	structure	TWEAK Fn14 block	LRH-1 inv ag	CF NFkB block	Shn3 inh set2	NR2F2 inh	SRC3 inh
31	C[C@@H]1CN([C@H](C)CO)C(=O)CCCn2nncc2CO[C@H]1CN(C)S(=O)(=O)c1cn(C)cn1	9	17	-7	7	-12	-7
32	c1ccc2[nH]c(SCCN3CCOCC3)nc2c1	0	-37	1	-47	-9	-26
33	CC1Cc2ccccc2N1C(=O)COC(=O)/C=C/c1ccc(F)cc1 (stereo not given)	-4	-14	-23	10	-23	-19
34	CCCN(CC1CC1)C(=S)NC(=O)C1CC1	-1	9	-5	2	14	-6
35	CC(C)(C)NC(=O)C(c1ccc(-c2ccccc2)cc1)N(C[C@H]1CC[C@@H]([C@@H]2CC[C@H](CO)O2)O1)C(=O)c1cccc(Cl)c1 (stereo not given in full)	13	3	3	-4	6	2
36	CN1CCN(c2nnc(-c3ccc(Cl)cc3)c3ccccc23)CC1	5	11	9	6	8	9
37	CC(NC(=O)OC(C)(C)C)C(=O)Oc1ccc2ccc(=O)oc2c1 (stereo not given)	14	17	-5	-13	-2	11
38	COc1cc(Cl)c(CNC[C@H]2O[C@@H](n3cnc(C(N)=O)n3)[C@H](O)[C@@H]2O)c(Cl)c1O	10	-8	-12	-8	-7	-6
39	O=C(COC(=O)c1cnccn1)Nc1ccc(Cl)cc1	-5	-4	5	3	21	-17
40	O=C(O)c1cnn2c1C(=O)N(Cc1cccs1)CC2	-7	0	10	-4	-16	-18
41	COc1cccc(NC(=O)CCNS(=O)(=O)c2cccc3nonc23)c1	17	11	0	10	3	0
42	COc1ccc(S(=O)(=O)Cc2ccc(C(=O)N3CCN(c4cccc(C)c4C)CC3)o2)cc1	2	19	1	-9	-8	7
43	N#Cc1ccc(COc2cccnc2[N+](=O)[O-])cc1	-4	22	-12	-13	-1	-25
44	CCCOc1ccc(-c2c(C(=O)N/N=C/c3ccccc3)nnn2-c2nonc2N)cc1	-10	9	10	-15	3	-9
45	Cc1cccc(Nc2nc(C)cc(C)n2)c1	-25	-14	4	-34	-5	-22

#	KKLEB cytotox	TROY NFkB inh	EBV LMP1 NFkB	NCOA1 inh	C8 TRAIL sens
31	18	-6	-2	-3	10
32	3	-25	-1	-26	-22
33	2	12	2	6	11
34	8	-1	-7	-13	-5
35	4	8	10	14	16
36	-12	4	7	7	7
37	-12	-7	-2	7	3
38	1	2	-12	13	16
39	-3	-22	-2	-23	10
40	4	16	3	0	-31
41	12	7	-3	-7	-20
42	2	11	6	-4	4
43	-16	-10	-4	-3	12
44	3	0	-3	12	5
45	-1	-43	2	2	1

Fetched by structure from the entries so far, 5 records:
#	structure	TWEAK Fn14 block	LRH-1 inv ag	CF NFkB block	Shn3 inh set2	NR2F2 inh	SRC3 inh
12	CCOc1ccc(OCC)c(NC(=O)CN2CCN(c3ccc(C)cc3C)CC2)c1	-5	-15	-3	35	3	-6
24	Cc1nc2scc(C)n2c(=O)c1S(=O)(=O)N1CCN(c2ccc(F)cc2)CC1	-14	4	24	-5	4	9
3	CCc1nnc(NC(=O)CCC(=O)N2CCN(Cc3cc(Cl)ccc3OC)CC2)s1	-7	20	-4	-7	1	8
36	CN1CCN(c2nnc(-c3ccc(Cl)cc3)c3ccccc23)CC1	5	11	9	6	8	9
43	N#Cc1ccc(COc2cccnc2[N+](=O)[O-])cc1	-4	22	-12	-13	-1	-25

#	KKLEB cytotox	TROY NFkB inh	EBV LMP1 NFkB	NCOA1 inh	C8 TRAIL sens
12	2	7	6	16	-8
24	-15	-3	-1	-10	-19
3	1	-2	1	0	-1
36	-12	4	7	7	7
43	-16	-10	-4	-3	12

The list goes on:
#	structure	TWEAK Fn14 block	LRH-1 inv ag	CF NFkB block	Shn3 inh set2	NR2F2 inh	SRC3 inh
46	CC(=O)c1ccc(NC(=O)C2CCC(C)(C(=O)O)C2(C)C)cc1 (stereo not given)	6	3	2	-2	-11	9
47	O=C1C2C(C(=O)N1CCN1CCN(Cc3ccc([N+](=O)[O-])cc3)CC1)[C@H]1C=C[C@@H]2C1 (stereo not given in full)	-21	-1	3	22	6	15
48	Cc1nc(-c2ccccc2)cc(N2CCCC2)n1	-2	2	-3	-16	8	14
49	CC1CCN(C(=O)c2ccc(NS(=O)(=O)c3ccc4[nH]c(=O)[nH]c4c3)cc2)CC1	-7	13	10	-86	6	-26
50	CC(=O)Nc1cccc(NC(=O)c2ccc(S(=O)(=O)NCc3ccco3)cc2)c1	1	-38	-38	-18	3	1
51	CCCn1cnc2c(=S)nc(N)[nH]c21	-7	-2	12	-3	-21	3
52	Cc1cccc([C@@H]2[C@@H]3C(=O)N(Cc4ccccc4)C(=O)[C@@H]3[C@]3(Cc4ccc(Cl)cc4)C(=O)N(c4cccc(Cl)c4)C(=O)N23)c1	14	-1	-11	20	-19	-7

#	KKLEB cytotox	TROY NFkB inh	EBV LMP1 NFkB	NCOA1 inh	C8 TRAIL sens
46	-1	-2	4	-12	6
47	6	12	9	-5	-9
48	16	-21	7	5	-14
49	2	0	-1	-8	-2
50	17	-3	-4	4	6
51	-2	-15	-4	-18	-21
52	10	-7	-4	0	4
